Screening data as filed in PubChem BioAssay.
MC4R antag cAMP – MC4R antagonists of cAMP signaling, primary screen, cell-based, TR-FRET, antagonist arm of biased-ligand search; inhibition, % at 6.5 µM; AID 540295, 2011; 0.48% of 360,000 active; MC4R-expressing cells, MTII-stimulated cAMP, LANCE TR-FRET; Melanocortin receptor 4 (Homo sapiens), P32245;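 active = inhibition above its plate's cutoff, the mean of tested wells on that plate plus 3 SD, cut at about 29% in these data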;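 also: 0% = Melanotan II alone and 100% = Melanotan II plus saturating MCL0020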
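System – human MC4R-expressing U2OS cells · Also added – Melanotan II · Dosing – one concentration, 6.5 µM nominal · Timing – 30-min compound, 1-h challenge, 1-h detection, room temperature · Measured by – Eu-cAMP/anti-cAMP TR-FRET, emission 671 nm · Replicates – singlicate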
Granule exo inh – LAMP-1 surface exposure blockers, TALL-104 cells – cell-based, flow cytometry, MLPCN library, primary screen. AID 651702, 2012. 0.66% of 360,000 active. inhibition, % at 10 µM. TALL-104 LAMP-1 surface exposure; cells stimulated with thapsigargin and PMA;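 active = inhibition above about 55%, limit read from the data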
MC4R ag barr – MC4R agonists recruiting beta-arrestin, primary screen, cell-based, luminescence, agonist arm of biased-ligand search; Melanocortin receptor 4 (Homo sapiens), P32245; U2OS MC4R beta-arrestin complementation; percent of melanotan II response, DMSO zero; activation, % at 8.9 µM; 0.98% of 360,000 active;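 active = activation above a per-plate cutoff, the mean activation of sample wells on that plate plus 3 SD, cut at about 8% in these data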
ABHD5-PLIN5 inh – ABHD5-PLIN5 interaction inhibitors, primary screen, cell lysate, split luciferase complementation, luminescence | 0.78% of 360,000 active | inhibition, % at 4 µM | AID 602281, 2012 | Split G. princeps luciferase complementation, 4 h;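 active = inhibition above the mean inhibition across every tested compound plus 3 SD, cut at about 22% in these data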;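 also: 0% = DMSO only wells and the 100% control is not disclosed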
HTR2A ag – mouse Htr2a agonists via beta-arrestin recruitment, primary screen, cell-based, luminescence; 5-hydroxytryptamine receptor 2A (Mus musculus), P35363; CHO-K1 mHTR2A beta-arrestin complementation; percent of 30 µM serotonin response; activation, % at 7.6 µM; 0.66% of 360,000 active;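 active = activation above a run cutoff, the mean activation of all tested compounds plus 3 SD, cut at about 14% in these data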;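 also: 0% = plate median of compound wells and 100% = 30 µM serotonin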
ABCB6 inh 2 – ABCB6 transporter inhibitors, primary screen, K562-ABCB6 cells, flow cytometry, MLPCN library | ATP-binding cassette sub-family B member 6 (Homo sapiens), Q9NP58 | K562-ABCB6 porphyrin accumulation, 1 h; hits give low values | fluorescence ratio to DMSO, % at 10 µM | 0.19% of 360,000 active;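 active = fluorescence ratio to DMSO below 75%, the collection mean minus 3 SD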;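 also: signal is porphyrin accumulated inside mitochondria; 100% equals median channel fluorescence of DMSO control wells; lower ratio means ABCB6 inhibition with less porphyrin fluorescence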
Target sequence (Q9NP58 whole entry, looked up): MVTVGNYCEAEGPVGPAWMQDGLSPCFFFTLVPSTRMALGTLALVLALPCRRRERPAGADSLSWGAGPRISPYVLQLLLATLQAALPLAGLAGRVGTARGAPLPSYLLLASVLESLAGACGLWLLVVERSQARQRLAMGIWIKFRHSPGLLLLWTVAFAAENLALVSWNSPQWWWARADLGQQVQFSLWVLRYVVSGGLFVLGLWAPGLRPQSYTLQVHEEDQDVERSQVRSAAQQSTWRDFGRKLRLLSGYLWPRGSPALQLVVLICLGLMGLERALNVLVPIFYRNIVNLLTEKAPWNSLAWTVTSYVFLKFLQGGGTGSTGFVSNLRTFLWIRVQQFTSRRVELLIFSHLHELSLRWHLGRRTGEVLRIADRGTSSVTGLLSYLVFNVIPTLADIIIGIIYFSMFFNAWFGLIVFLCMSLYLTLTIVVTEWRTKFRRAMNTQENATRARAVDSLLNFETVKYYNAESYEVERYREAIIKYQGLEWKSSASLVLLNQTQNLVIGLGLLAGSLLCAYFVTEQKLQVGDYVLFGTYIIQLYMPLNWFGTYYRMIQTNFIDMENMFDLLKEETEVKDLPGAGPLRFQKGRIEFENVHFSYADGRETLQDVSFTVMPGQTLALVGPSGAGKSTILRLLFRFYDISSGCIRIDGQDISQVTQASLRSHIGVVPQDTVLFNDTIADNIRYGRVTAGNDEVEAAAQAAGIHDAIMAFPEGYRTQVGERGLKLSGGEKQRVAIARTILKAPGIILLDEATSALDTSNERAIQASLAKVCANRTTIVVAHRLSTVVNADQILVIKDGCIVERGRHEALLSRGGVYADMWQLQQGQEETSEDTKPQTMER
Cardio protect – cardioprotection against H2O2-induced cell death, primary screen, uHTS, H9c2 cells, ATPLite luminescence; protection from H2O2 cell death, % at 20 µM; AID 588492, 2011; 0.63% of 360,000 active; H9c2 cardiomyocytes, H2O2 injury protection, 2 h;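 active = compounds giving at least 50% protection of heart cells from peroxide-induced death in the single-dose screen, raw or plate-pattern-corrected value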;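 also: 0% = DMSO wells with peroxide and 100% = DMSO wells without peroxide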
hiPSC survival – enhancers of single-cell hiPSC survival, primary screen, ATPlite luminescence; 100% = ROCK inhibitor wells, 0% = DMSO; survival enhancement, % at 20 µM; 0.044% of 360,000 active; AID 602274, 2012; in the data active = survival enhancement above about 18%;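 also: cells exposed to compounds for 16 hours before the ATP read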
aDG glyco up – activators of alpha-DG glycosylation, primary screen, uHTS, Pro5-aDG cells, AlphaScreen; alpha-DG glycosylation AlphaScreen (IIH6); 0% Pro5, 100% B10-LARGE cell signal; activation, % at 10 µM; 0.22% of 360,000 active; AID 624168, 2012;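 active = activation of at least 8% versus controls, or a plate z-score of at least 8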;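 also: Pro5 are CHO cells carrying HIG-tagged alpha-DG that lacks glycosylation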
Glyco luc inh – increase of ERlucT glycosylation luciferase signal, primary screen, N-linked glycosylation inhibitor project, D54 ERlucT cells, luminescence, set 2. reporter increase, % at 12.5 µM. D54 ERlucT glycosylation luciferase reporter, 24 h; percent of 100 nM tunicamycin response. AID 588692, 2011. 0.23% of 360,000 active;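 active = mean luciferase reporter signal, scaled so untreated is 0 and the glycosylation-blocking control 100, at or above a set limit in every replicate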;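 also: luciferase carries N-glycosylation sites so blocking glycosylation raises the light; 0% = median of neutral control wells and 100% = median of 100 nM tunicamycin wells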
An asterisk follows results filed as active; & = joins results of further samples.

cpd	SMILES	MC4R antag cAMP	Granule exo inh	MC4R ag barr	ABHD5-PLIN5 inh	HTR2A ag	ABCB6 inh 2	Cardio protect	hiPSC survival	aDG glyco up	Glyco luc inh
1	COc1ccc(CCNC(=O)CNCC(c2ccccc2)N(C)C)cc1OC (stereo not drawn)	-4.0	-7.3	0.0	-1.6	-0.6	92.0	4.9	0.2	0.3	-2.5
2	CC1(C)CC(=O)C=C(NCc2ccncc2)C1	2.5	1.4	0.2	-0.8	-0.5	90.0	4.2	3.9	-0.1	1.3
3	Cc1ccc(NC(=O)c2cc(N3C(=O)C4CC=CCC4C3=O)ccc2N2CCOCC2)cc1Cl (stereo not drawn)	3.4	0.8	-0.3	5.1	2.8	108.0	-9.1	1.1	-0.2	-2.0
4	CC[C@H](C)[C@H](NC(N)=O)C(=O)NCCc1ccc(OC)c(OC)c1	4.0	-1.0	2.5	3.1	0.5	97.0	3.0	-0.5	-0.4	0.1
5	CC(Cc1ccccc1)NC(=O)CCNNC(=O)c1ccncc1 (stereo not drawn)	1.7	-4.4	-1.4	-12.2	-0.6	102.0	1.3	0.1	0.5	0.3
6	OCCN(CC#CCn1c2ccccc2c2ccccc21)CCO	-1.6	4.0	-0.5	14.1	2.7	102.0	8.5	0.1	-0.1	-0.2
7	Cc1ccc(C(=O)NCC(=O)Nc2ccc3c(c2)OCCO3)cc1	8.5	-4.8	-2.2	-23.8	-5.4	98.0	-7.5	-0.5	-0.1	0.4
8	CCOc1ccc(OCCOCCn2ccnc2)cc1	-0.4	2.0	-0.2	-3.0	-1.9	92.0	0.4	-1.8	0.6	0.7
9	COC(=O)/C(=C\c1ccc([N+](=O)[O-])o1)NC(=O)c1ccccc1	9.6	0.8	-1.5	-1.9	-1.0	92.0	2.2	-2.9	3.4	8.5
10	COc1ccccc1NC(=O)N1CCCC1	-3.1	5.7	0.7	8.7	1.6	100.0	5.5	-0.7	0.0	-1.5
11	COc1ccc(CNC(=O)CCCn2c(SCC#N)nc3cc4c(cc3c2=O)OCO4)cc1	-0.1	-2.4	-1.6	1.7	-1.3	96.0	8.2	-3.6	-0.3	5.6
12	Cc1ccc(C)c(NC(=O)CCN2CCN(CCO)CC2)c1	-5.4	2.9	1.9	1.7	2.4	94.0	7.1	-0.3	0.0	2.1
13	COc1cccc(NC(=O)CN(c2ccc(C)cc2)S(=O)(=O)c2c(C)nn(C)c2C)c1	2.5	-4.9	-1.9	-0.5	-4.7	91.0	3.2	-1.0	0.1	0.2
14	CCN(CC)CCC(C)OC(=O)c1ccc(O)cc1O (stereo not drawn)	10.1	9.1	0.3	4.9	-4.7	91.0	2.2	0.3	0.7	-2.8
15	CCOc1c(Br)cc(C2NC(=O)CCC2[N+](=O)[O-])cc1OC (stereo not drawn)	4.0	2.4	-1.3	6.5	-0.6	103.0	3.7	-0.6	-0.1	0.2
16	O=C(Nc1nnc(CCN2CCCCC2)s1)c1ccc(Cl)cc1Cl	5.5	-0.3	-0.1	12.6	-4.0	104.0	4.3	0.5	0.0	1.2
17	CCOc1ccc(-c2cc(C(=O)Nc3ccc(C)c(NS(C)(=O)=O)c3)[nH]n2)c(C)c1	-3.3	15.9	0.4	8.6	-3.7	94.0	-9.9	-0.8	0.0	-1.2
18	O=C(CS(=O)(=O)c1ccc(Cl)cc1)NCCS(=O)(=O)c1ccc(Cl)cc1	5.3	3.2	-1.5	3.1	-4.4	96.0	-2.2	1.0	-0.2	-0.9
19	CC(=O)Nc1cc[n+](CC(=O)c2cccc([N+](=O)[O-])c2)cc1	0.6	37.4	-0.8	4.6	-4.4	99.0	7.7	1.3	0.0	9.8
20	O=C(NCCN1CCOCC1)C1CCC(CNS(=O)(=O)c2ccccc2)CC1 (stereo not drawn)	5.9	-0.3	-2.1	-3.3	-0.6	99.0	1.4	4.1	-0.2	-0.6
21	COc1ccc(C(=O)COC(=O)c2ccc3c(c2)NC(=O)CS3)c(OC)c1	-0.6	-2.5	0.0	9.6	6.8	92.0	12.6	2.0	0.5	-5.9
22	Cc1ccccc1OCC(=O)Nc1nnc(COc2ccccc2)s1	9.0	-4.0	1.7	-1.6	-3.9	94.0	-10.4	-0.1	0.1	-0.4
23	COC(=O)c1sccc1NS(=O)(=O)c1ccc(OC)cc1	3.1	-5.8	2.5	1.0	0.7	97.0	4.7	1.2	-0.3	3.1
24	CCOC(=O)C(=CNc1ccc(N2CCCCC2)c(S(=O)(=O)Nc2ccccc2OC)c1)C(=O)OCC	-0.5	0.3	-2.0	-16.1	-0.9	97.0	-3.6	0.5	-0.3	-7.7
25	CC(C)(C)Cc1c(-c2ccccc2)nc2ccc(Cl)cn12	11.8	10.5	2.6	-5.5	3.6	90.0	-15.5	1.6	-0.1	-4.1
26	Cc1ccsc1/C=C1\Oc2cc(OCC(=O)c3ccccc3)ccc2C1=O	4.6	4.5	-1.9	2.4	-2.8	97.0	1.7	2.2	-0.1	1.1
27	Cc1ccc(C)c(NC(=O)C(c2ccccc2)N2CCN(CC(=O)N3CCOCC3)CC2)c1 (stereo not drawn)	4.7	0.1	-0.9	1.5	-1.9	91.0	-0.6	0.5	0.0	2.9
28	CCC(Oc1ccccc1)C(=O)Nc1ncc([N+](=O)[O-])s1 (stereo not drawn)	18.2	1.9	-1.5	-2.9	2.2	95.0	-27.7	-0.7	0.0	0.0
29	CC(C(=O)OCC(=O)c1ccc([N+](=O)[O-])cc1)N1C(=O)C2C3CCC(C3)C2C1=O (stereo not drawn)	0.5	-1.4	-5.1	-11.3	6.0	100.0	-3.5	0.8	-0.1	1.0
30	COc1ccc(S(=O)(=O)Nc2cccc3c2O[C@H](CN(C)S(=O)(=O)c2ccc(OC)cc2)[C@@H](C)CN([C@H](C)CO)C3=O)cc1	23.0	6.9	-1.1	-3.2	-1.7	102.0	-2.7	0.2	0.2	-1.8
31	Cc1ccc2nc(NC(=O)CSc3nc4c(c(=O)n3C)SC(C)C4)sc2c1 (stereo not drawn)	2.2	10.9	0.0	-2.0	4.3	89.0	-25.3	3.6	2.7	6.4
32	CCCCCCSc1ccc(-c2nc3ccc(C)cn3c2NCc2ccccc2)cc1OC	2.0	-5.4&3.2	-1.9	-9.1&-2.6	-8.2&-5.7	116.0&108.0	-19.5	-2.7&-2.4	0.7&0.0	-4.0
33	CCOC(=O)CSc1nc2cc(S(=O)(=O)N3CCOCC3)ccc2n1CC	-2.1	3.1	-3.6	-1.2	-2.3	97.0	2.4	0.4	0.1	1.6
34	COc1ccccc1C(=O)Nc1ccc(S(=O)(=O)Nc2cc(C)nc(C)n2)cc1	14.4	0.9	0.3	6.1	0.0	93.0	-3.6	1.4	0.0	0.7
35	CC1(C)CC(=O)C(N=Nc2cccc([N+](=O)[O-])c2)=C(O)C1	2.2	-9.9	-0.6	4.6	-0.7	86.0	2.6	0.0	0.0	2.8
36	CSC1=C(C#N)C(C)C2=C(CC(C)(C)CC2=O)N1 (stereo not drawn)	0.0	-1.4	-2.3	9.7	-2.6	95.0	4.5	-2.7	-0.5	0.9
37	CC1(C)SC(=Nc2ccccc2)N(S(=O)(=O)c2ccccc2)C1=O	-4.6	-1.3	-1.2	-5.2	5.5	99.0	1.8	0.4	0.0	-0.6
38	COCc1cc(C)nc(N/N=C/c2ccc(Cl)c(Cl)c2)c1C#N	1.2	-3.1	0.3	6.1	0.1	99.0	-2.5	-0.5	-0.1	0.5
39	Nc1nnc(Sc2ncccc2[N+](=O)[O-])s1	2.4	-2.9	0.2	-0.8	2.6	101.0	-7.0	-0.3	0.7	0.9
40	O=C(Nc1ccc(-c2cn3ccsc3n2)cc1)C1CC1	3.8	-1.0	-1.1	2.5	0.6	92.0	-32.1	-4.3	0.1	-3.9
41	COc1ccc(Nc2nc3[nH]c(=O)cc(O)c3s2)cc1	8.8	0.5	-4.3	-34.3	0.7	111.0	0.5	-0.5	0.0	-7.9
42	COc1ccc(CNCCC(c2ccc(OC(C)C)cc2)C(C)C)cc1OC (stereo not drawn)	6.7	14.6	1.2	8.1	-0.2	100.0	-20.1	-4.2	2.2	-2.0
43	Cc1ccc(NC(=O)Cc2nnc(SCC(=O)Nc3ccccc3)n2C)cc1	0.6	-3.1	-1.1	3.8	3.2	96.0	-0.3	-1.2	0.1	-0.7
44	COc1cccc2cc(CC(=O)c3cc(C)ccc3C)c(=O)oc12	-9.6	-6.7	0.6	8.2	2.2	98.0	13.8	0.2	-0.1	1.7
45	Cc1nc2sccc2c(=O)n1N	12.2	7.0	-0.2	-0.4	-1.2	104.0	2.5	0.8	-0.2	0.5
46	COc1ccc(C)cc1NC(=O)C1CCN(C(=O)c2ccc(C(C)(C)C)cc2)CC1	-1.7	4.2	-1.0	-8.1	2.4	92.0	-1.5	0.6	0.7	1.4
47	S=C(NCC1CCCO1)Nc1ccc(Nc2ccccc2)cc1 (stereo not drawn)	0.5	-0.3	-0.1	-7.0	-5.2	98.0	-11.4	-1.6	0.8	-1.1
48	COc1ccc(COC(=O)N/N=C/c2cccs2)cc1	-0.8	-10.1	0.0	2.2	2.8	95.0	-3.4	-0.6	-0.1	2.3
49	CC(=O)Nc1nc2c(s1)CCc1ccccc1-2	-7.8	0.9	-2.3	-2.4	-2.2	94.0	5.7	0.8	0.0	6.5
50	O=C1NC(=S)N/C1=C/C=C/c1ccccc1	-1.5	4.7	0.2	-1.1	-1.6	99.0	-4.3	1.0	0.1	5.4
51	CCN(CC)S(=O)(=O)c1ccc(N2CCOCC2)c(NC(=O)CC23CC4CC(CC(Br)(C4)C2)C3)c1	3.6	-2.9	-1.7	3.4	2.9	91.0	-2.5	4.6	-0.1	0.4

Molecules shown so far with a cyano group, in the order listed:
cpd	SMILES	MC4R antag cAMP	Granule exo inh	MC4R ag barr	ABHD5-PLIN5 inh	HTR2A ag	ABCB6 inh 2	Cardio protect	hiPSC survival	aDG glyco up	Glyco luc inh
11	COc1ccc(CNC(=O)CCCn2c(SCC#N)nc3cc4c(cc3c2=O)OCO4)cc1	-0.1	-2.4	-1.6	1.7	-1.3	96.0	8.2	-3.6	-0.3	5.6
36	CSC1=C(C#N)C(C)C2=C(CC(C)(C)CC2=O)N1 (stereo not drawn)	0.0	-1.4	-2.3	9.7	-2.6	95.0	4.5	-2.7	-0.5	0.9
38	COCc1cc(C)nc(N/N=C/c2ccc(Cl)c(Cl)c2)c1C#N	1.2	-3.1	0.3	6.1	0.1	99.0	-2.5	-0.5	-0.1	0.5
